Source: PubChem BioAssay (National Center for Advancing Translational Sciences (NCATS))
Lamin A splicing = qHTS Assay for Modulators of Lamin A Splicing | HeLa LMNA splicing GFP/RFP minigene ratio, 48 h | Potency, µM (top dose mostly 46.1 µM), for inactives: at the highest dose ratio change, negative = inhibition, actives largely listed as inhibitors | actives 0.01% (n = 200,000) | AID 1487, 2009; active = well fitted inhibition curve with a large enough effect in the signal ratio, with a control signal flat, not every such curve was filed as active; inconclusive = small, poorly fitted or top-dose-only effect, or effect the other way, or a change in a side signal; the % refers to the signal ratio; note: potency is the fitted concentration of half-maximal effect; % is set by controls: 0 for no effect and ±100 for the full control effect
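S3 HeLa cells stably expressing lamin A-EGFP splicing minigene plus DsRed2, 600 cells/well, 48 h compound exposure at 37C. Laser-scanning cytometry; analysed as GFP (500-530 nm)/RFP (575-640 nm) total intensity ratio; 0.5% DMSO vehicle.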
IMPase Li cell = qHTS Assay for Identifying the Cell-Membrane Permeable IMPase Inhibitors: Potentiation with Lithium; CHO-M1 cells, IP1 TR-FRET (IP-One), carbachol + lithium; Potency, µM (highest dose often 59.4 µM), for inactives: top-dose activity, negative = IMPase inhibition, most hits filed as inhibitors; actives 0.35% (n = 210,000); AID 1457, 2008;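 note: IP1 builds up when IMPase is blocked and the TR-FRET signal falls; potency is the fitted concentration of half-maximal effect; plate controls were basal vehicle for no effect and high inhibitor control for full effect; nearly all actives have a fitted effect of over 50% in size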
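Readout is a homogeneous TR-FRET IP1 immunoassay (Ex 320, Em 665 and 620), where raised cytosolic IP1 lowers signal. Cells were CHO-M1 treated 30 min at 37C with test compounds plus a little lithium; AC50 values came from Hill-equation fitting.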
GLA spleen mod = qHTS Assay for Inhibitors and Activators of Human alpha-Galactosidase From Spleen Homogenate | Potency, µM (titrated, usually from 80 µM), inactives show at the top dose activity change, negative = inhibition, usual class: inhibitors | human spleen homogenate, 4MU-alpha-Gal fluorescence, 40 min | Alpha-galactosidase A (Homo sapiens), P06280 | actives 0.008% (n = 240,000);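 note: potency is the fitted concentration of half-maximal effect; 0% = enzyme with vehicle and -100% = no enzyme basal signal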
Target sequence (P06280 32-429 limits assumed): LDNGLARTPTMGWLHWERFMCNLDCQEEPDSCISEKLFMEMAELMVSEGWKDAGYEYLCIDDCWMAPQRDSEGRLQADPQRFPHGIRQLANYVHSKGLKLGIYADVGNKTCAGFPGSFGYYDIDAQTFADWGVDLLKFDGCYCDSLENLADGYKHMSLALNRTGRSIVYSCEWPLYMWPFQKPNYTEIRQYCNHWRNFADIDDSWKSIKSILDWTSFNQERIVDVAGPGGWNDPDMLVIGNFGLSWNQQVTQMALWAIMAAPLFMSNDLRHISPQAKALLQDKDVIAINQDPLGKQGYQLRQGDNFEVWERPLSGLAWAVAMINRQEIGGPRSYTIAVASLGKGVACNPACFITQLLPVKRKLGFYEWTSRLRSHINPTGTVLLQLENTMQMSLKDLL
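qHTS titration in buffer at pH 5.0. Alpha-galactosidase activity in spleen homogenate was measured via 4-methylumbelliferone release from 1 mM fluorogenic substrate after 40 min at 37C and a pH 10 stop. AC50 came from Hill fits of control-normalized data.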
NPSR antag = qHTS Assay for Antagonists of the Neuropeptide S Receptor: cAMP Signal Transduction; CHO-NPSR cells, cAMP TR-FRET, antagonist mode; Potency, µM (highest dose often 38.3 µM), without a hit: top-dose activity change, negative = inhibition, usual class: inhibitors; actives 1% (n = 220,000); AID 1461, 2008; Q6W5P4; note: potency is the fitted concentration of half-maximal effect; % is set by controls: 0 for no effect and ±100 for the full control effect; nearly all actives have a fitted effect of over 50% in size; many of its hits are not listed in these tables
CBFb RUNX1 block = qHTS Assay for Compounds Blocking the Interaction Between CBF-beta and RUNX1 for the Treatment of Acute Myeloid Leukemia | AlphaScreen CBFb-His/RUNX1-biotin binding, biochemical | Potency, µM (highest dose often 59.8 µM), inactives show at the top dose activity, negative = inhibition, most hits filed as inhibitors | 230,000 tested, under 10 active | AID 1477, 2009; note: % of control where 0% means no effect
Target sequence (Q01196 whole entry, looked up): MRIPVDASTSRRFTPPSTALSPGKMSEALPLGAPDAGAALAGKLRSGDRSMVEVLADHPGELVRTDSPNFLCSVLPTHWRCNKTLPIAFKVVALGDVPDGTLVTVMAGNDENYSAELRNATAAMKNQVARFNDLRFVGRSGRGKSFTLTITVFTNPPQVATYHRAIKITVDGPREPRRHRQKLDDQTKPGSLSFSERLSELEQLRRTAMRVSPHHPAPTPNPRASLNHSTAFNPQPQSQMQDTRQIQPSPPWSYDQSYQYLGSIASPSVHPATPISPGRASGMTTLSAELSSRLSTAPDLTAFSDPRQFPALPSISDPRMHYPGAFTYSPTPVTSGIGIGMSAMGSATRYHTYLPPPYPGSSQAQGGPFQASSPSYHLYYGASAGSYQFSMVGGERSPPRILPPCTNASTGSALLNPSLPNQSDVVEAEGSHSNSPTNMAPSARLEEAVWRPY
Target sequence (Q13951 whole entry, looked up): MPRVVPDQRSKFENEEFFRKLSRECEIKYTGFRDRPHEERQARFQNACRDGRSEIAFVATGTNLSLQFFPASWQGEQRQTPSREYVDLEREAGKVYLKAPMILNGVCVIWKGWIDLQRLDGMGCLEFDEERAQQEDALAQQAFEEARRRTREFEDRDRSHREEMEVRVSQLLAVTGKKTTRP
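Proteins preincubated together for 20 min at RT before compound addition; 15 min later, nickel and streptavidin beads were added and left 90 min prior to AlphaScreen measurement.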
Epigenetic reg = Quantitative High-Throughput Screen for Regulators of Epigenetic Control | murine LDR cells, GFP reporter derepression, 30 h | Potency, µM (series often up to 53.9 µM), without a hit: at the top dose GFP activation, most hits filed as activators | actives 0.2% (n = 280,000); note: potency is the fitted concentration of half-maximal effect; % of control where 0% means no effect; nearly all actives have a fitted effect of over 60% in size
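Murine LDR cells bearing a silenced CMV-driven GFP reporter were exposed to compound for 30 h at 37 C. After PBS washes, GFP-positive cells (20-120 um objects) counted by laser-scanning microplate cytometry.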
Luc counter = Counterscreen for Luciferase (Kinase-Glo TM) Inhibition. Kinase-Glo luciferase, ATP luminescence, 8 min. AID 1379, 2008. Potency, µM (series often up to 38.3 µM), inactives show at the top dose activity change, negative = inhibition, hits mostly inhibitors. actives 0.28% (n = 200,000); note: potency is the fitted concentration of half-maximal effect; % is set by controls: 0 for no effect and ±100 for the full control effect; nearly all actives have a fitted effect of over 60% in size
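Recombinant Kinase-Glo luciferase, 10 uM ATP (linear range), luciferin; imidazole pH 7.2 / KCl / MgCl2 / Tween / BSA buffer; 8 min RT; luminescence.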
* = called active by the depositor; ? = inconclusive; nt = no result given; & = joins results of further samples; [ ] = another dose, or the depositor's remark. Unless noted, calls come from the whole dose curve; as a rule, active = well fitted curve in the direction sought with a large enough effect; inconclusive = small, poorly fitted or top-dose-only effect, or another doubt; inactive = no such curve, though single readings can be large; an effect the other way counts as inactive or inconclusive.

Values run as follows: NPSR antag, Epigenetic reg, CBFb RUNX1 block, GLA spleen mod, Lamin A splicing, Luc counter, IMPase Li cell
> CCC(=C(c1ccc(OC)cc1)c1ccc(OC)cc1)c1cn(CC(O)CN2CCN(C)CC2)c2ccccc12 (configuration not stated)
  ?, -0.7%, -27%, 2%, ?, -3%, 49%[activator][38.3 µM]
> CCOC(=O)CSc1nnc(NCC(=O)OC)c(=O)[nH]1
  4%[46.1 µM], 12%, 6%, -2%, -3%, 19%, 30%[38.3 µM]
> S=c1[nH]nc(COc2cccc(Cl)c2)n1Cc1ccccc1
  -24%, 1.1%, -4%, -2%, -6%[46 µM], -2%, 18%
> O=C(O)CCC(NS(=O)(=O)c1ccc(-c2ccccc2)cc1)C(=O)O (configuration not stated)
  -8%[46.1 µM], -2.1%, -2%, 5%, 12%, 1%, 0%[38.3 µM]
> COc1ccc(Oc2ccc(C(F)(F)F)cc2NC(=O)c2ccc(C)cc2)cc1
  -44%, -1.7%, 11%, -23%, nt, nt, nt
> O=C(O)C1CC=CCC1C(=O)Nc1ccc(S(=O)(=O)N2CCCc3ccccc32)cc1 (configuration not stated)
  -12%[46.1 µM], 2.3%, 6%, 1%, ?, 2%, 20%[38.3 µM]
> O=C1CCC(=O)N1CNc1ccccn1
  2%[46.1 µM], 1.7%, -1%, -6%, 13%, 0%, 2%[38.3 µM]
> COc1ccc(NC2=CC(=O)CC(C)(C)C2)cc1OC
  0%[46.1 µM], 0.8%, 0%, 1%, 2%, -3%, -8%[38.3 µM]
> COc1ccccc1N1CCN(CC(O)COc2ccc3c(c2)CCC3)CC1 (configuration not stated)
  6%[46.1 µM], -0.9%, -1%, 0%, ?, 0%, 0%[38.3 µM]
> Cc1cc(C)c(C)c(S(=O)(=O)N2CCN(C(=O)CCC(=O)N3CCOCC3)CC2)c1C
  9%, -1.6%, 14%, -3%, nt, nt, nt
> CCOC(=O)CSc1nc2c([nH]c3ccccc32)c(=O)n1C
  -6%[46.1 µM], 0.0%, 5%, 2%, -2%, 4%, 35%[activator][38.3 µM]
> COCCn1c(-c2ccc(OC)cc2)cnc1SCC(=O)Nc1ccc(OC)cc1OC
  0%, 4.8%, ?, 7%, ?, 4%, 14%
> CNc1nc(-c2ccccc2C(F)(F)F)nc2ccccc12
  nt, 0.1%, nt, -7%, 17%, 1%, 3%
> O=C(OCC(=O)N1CCOCC1)c1ccc2c(c1)OCCO2
  -4%[46.1 µM], -1.1%, 4%, -5%, ?, -6%, -16%[38.3 µM]
> Cc1ccc(S(=O)(=O)NN=C2C3CC4CC(C3)CC2C4)cc1[N+](=O)[O-]
  -3%, -3.0%, -1%, -2%, 3%, -2%, -1%
> COC(=O)Cc1csc(N)n1
  4%&3%[46.1 µM], -0.8%&-0.9%, 6%&14%, 0%&4%, 18%&-3%, -3%&-1%, 13%[38.3 µM]
> Cn1cc([N+](=O)[O-])c(C(=O)N/N=C\c2c[nH]c3ccccc23)n1
  9%, -0.9%, -3%, -8%, 1%[46 µM], 3%, -3%
> COc1ccc(OC)c(C2=NOC(C(=O)N3CCCc4ccccc43)C2)c1 (configuration not stated)
  -5%[46.1 µM], -1.0%, -11%, -4%, 0%, -6%, 27%[38.3 µM]
> COc1ccc(N(CC(=O)N/N=C(\C)CCc2ccccc2)S(=O)(=O)c2ccc(C)cc2)cc1
  11%, 2.0%, 0%, -21%, nt, nt, nt
> COc1ccc(CONS(=O)(=O)c2ccc(NC(C)=O)cc2)cc1Cl
  -2%[46.1 µM], -1.1%, 2%, 11%, -5%, 0%, 11%[38.3 µM]
> CC(=O)Nc1ccccc1C(=O)C(=O)Nc1cccc(C(=O)N2CC(C)CC(C)C2)c1 (configuration not stated)
  9%, 0.0%, 6%, -2%, -7%[9.22 µM], -4%, 2%
> O=C(Nc1ccc(Cl)cc1)Nc1ccc(N2CCOCC2)cc1
  -12%[46.1 µM], -0.2%, -2%, 11%, -6%, 4%, 22%[38.3 µM]
> COc1ccc(-n2c(SCC(=O)Nc3ccccc3)nnc2-c2ccc(NS(=O)(=O)c3ccc(C)cc3)cc2)cc1
  -16%[46.1 µM], 15%, -12%, -3%, 19%, 0%, 2%[38.3 µM]
> COc1cccc2cc3c(=O)n(-c4ccccc4)nc-3oc12
  -10%[46.1 µM], -1.3%, -4%, 3%, 3%, 8%, 7%[38.3 µM]
> CCC(C(=O)OCn1nnc2ccccc2c1=O)c1ccccc1 (configuration not stated)
  -19%, -2.1%, 2%, -5%, ?, 2%, 10%
> CCNC(=O)Cn1cnc2c1c(=O)n(C)c(=O)n2C
  5%[46.1 µM], -0.8%, 9%, -2%, 6%, 1%, -8%[38.3 µM]
> CC(C)c1ccc(NC(=O)c2cccnc2)cc1
  8%[46.1 µM], -3.8%, 8%, -4%, 7%, 0%, 10%[38.3 µM]
> O=c1ccnc(Nc2ccc(Cl)cc2)[nH]1
  1%[7.67 µM], -0.3%, 5%, 2%, nt, nt, nt
> Cc1ccc(/C=N/Nc2cccc(C(=O)O)c2)s1
  -10%, -0.9%, 3%, 7%, -7%, 2%, 14%
> COc1cccc(CNc2ncn[nH]2)c1OCc1ccccc1F
  6%, -1.1%, 2%, -5%, 26%[46 µM], -1%, 11%
> O=C(CN1C(=O)c2ccccc2S1(=O)=O)N1CCN(c2ccc(F)cc2)CC1
  -8%[46.1 µM], 0.0%, 6%, 10%, 4%, 1%, 4%[38.3 µM]
> CCOC(=O)CSc1nc(NC#N)nc(N(CC)CC)n1
  -17%[46.1 µM], -2.0%, -3%, -13%, -12%, 0%, -6%
> CC(C)(C)n1cnc2cc(NS(=O)(=O)c3ccccc3)ccc21
  -8%[46.1 µM], -1.1%, 5%, 3%, -17%, 2%, 26%[38.3 µM]
> CCn1c(NCc2ccccc2NS(=O)(=O)c2ccc(C)cc2)nc2ccccc21
  -20%, 0.0%, 9%, -5%, -17%, 5%, 5%
> CS/C(=C\[N+](=O)[O-])Nc1ccc(F)cc1
  -17%[46.1 µM], 0.7%, 10%, 3%, ?, -2%, -10%[38.3 µM]
> CC1CCCN(C(=O)Cn2nnc(-c3cccnc3)n2)C1 (configuration not stated)
  1%[7.67 µM], -1.9%, 6%, -4%, -1%, -1%, -5%[38.3 µM]
> c1cncc(-c2nnc(C3CCCCC3)o2)c1
  11%[46.1 µM], -1.2%, 4%, 0%, 3%, 0%, 2%[38.3 µM]
> Cc1ccc(-n2c(COc3cccc(C)c3)n[nH]c2=S)cc1
  ?, 2.1%, -3%, -4%, 4%[46 µM], -2%, 4%
> O=C(Nc1ccccc1F)c1coc(=O)c(Br)c1
  -15%, 2.3%, ?, 13%, nt, -1%, 4%
> O=C1CC(C(=O)Nc2ccccc2)C2(CCCCC2)O1 (configuration not stated)
  0%[46.1 µM], -3.0%, 1%, -4%, -1%, -1%, 28%[38.3 µM]
> COc1ccc(C(=O)OC(C)CN2CCOCC2)cc1OC (configuration not stated)
  13%[46.1 µM], 1.7%, 4%, -5%, -3%, 9%, -18%[38.3 µM]
> O=C(Cn1cc2c(n1)CCCC2)NCc1cccs1
  -2%[46.1 µM], -1.4%, 3%, -5%, -5%, 1%, 0%[38.3 µM]
> O=C(CSc1nc2ccc(Cl)cc2[nH]1)N1CCN(C(=O)c2ccco2)CC1
  3%[46.1 µM], 5.3%, 0%, 3%, -13%, 0%, -5%
> NC(=S)N/N=C/c1coc2c(ccc3ccccc32)c1=O
  -1%[46.1 µM], 1.1%, -4%, 8%, ?, 0%, 4%
> CC1CC(C)CN(c2cc(=O)n(Cc3ccc(F)cc3)c(=O)[nH]2)C1 (configuration not stated)
  -16%[46.1 µM], -0.8%, 3%, -12%, 2%, 3%, 29%[38.3 µM]
> CCS(=O)(=O)N1CCCC(C(=O)NCCCN(C)Cc2ccccc2)C1 (configuration not stated)
  2%[46.1 µM], 0.0%, 1%, -5%, 4%, -3%, 26%[38.3 µM]
> O=C(Nc1ccccc1F)Nc1ccccc1F
  0%, 7.4%, 10%, 2%, 8%[46 µM], -21%, 10%
> CCOC(=O)c1ccc(NC(=O)Nc2ccn(C)n2)cc1
  -17%[46.1 µM], 0.0%, 2%, 5%, 0%, 2%, 24%[38.3 µM]
> CN(C)S(=O)(=O)c1cccc(NC(=O)COc2nc3ccccc3nc2N2CCOCC2)c1
  -10%, -1.6%, -10%, 0%, ?, 0%, 5%
> CN(C)c1ccc(C(=O)OCC(=O)NC2CCCCC2)cc1
  -17%[46.1 µM], 1.8%, 6%, 1%, -6%, -2%, 10%
> FC(F)(F)c1cccc(CNC(=S)Nc2ccccc2)c1
  -30%, -0.8%[10.1 µM], 4%, -13%, 12%[9.22 µM], 1%, 6%
> COCCCNc1nc2nonc2nc1N1CCN(C2CCCC2)CC1
  13%, -0.7%, -3%, 1%, nt, -2%, 5%
> Cc1nc2c(C)cccc2c2c1COC2
  21%, -2.2%, 0%, -1%, nt, nt, nt
> O=C(NCc1ccccc1)C(=O)Nc1nccs1
  11%, -1.3%, 6%, 6%, 5%[46 µM], 0%, 2%
> CCN(Cc1ccccc1)C(=O)CSc1nc(C)cc2c1C(=O)OC2
  -6%[46.1 µM], -1.0%, 1%, -9%, -2%, -7%, 3%[38.3 µM]
> CS(=O)(=O)N1CCN(C(=O)NC23CC4CC(CC(C4)C2)C3)CC1
  -1%[46.1 µM], 1.5%, 5%, -15%, ?, 6%, -24%[38.3 µM]
> CCC(CC)C(=O)N1CCCC(c2nc(-c3cccs3)no2)C1 (configuration not stated)
  -11%[46.1 µM], 0.0%, 0%, -3%, -10%, 1%, 13%[38.3 µM]
> O=C1c2ccccc2C(O)(c2ccccc2)N1c1ccncc1 (configuration not stated)
  1%, -0.1%, 10%, -3%, nt, nt, nt

These rows are one share of the data; rates above refer to the full screens.
